# Compound activity: PubChem, National Center for Advancing Translational Sciences (NCATS)
# HT1080NT lethal: qHTS for induction of synthetic lethality in tumor cells producing 2HG: qHTS for the HT-1080-NT fibrosarcoma cell line | HT-1080-NT fibrosarcoma viability, CellTiter-Glo ATP luminescence, 48 h | Potency, µM (highest dose often 46.1 µM), for the others: top-dose activity, negative = less viability, most hits filed as cytotoxic | 360,000 tested, 1.6% active;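 also: NT is the 2HG producing partner of a matched IDH1 knockdown line; potency is read from the fitted curve at half-maximal effect; 0% = DMSO-treated cells and -100% = media-only wells without cells; nearly all actives have a fitted effect of over 55% in size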
#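 Toxicity toward the 2HG-producing NT line was scored as %Activity, normalised to DMSO and no-cell wells, from CellTiter-Glo luminescence after 48 hours' treatment.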
# KB-3-1 cytotox: qHTS assay for MDR1-selective chemotherapeutics: Primary screen using the parental adenocarcinoma cell KB-3-1; KB-3-1 viability, CellTiter-Glo ATP luminescence, 72 h; Potency, µM (titrated, usually from 46.1 µM), for the others: at the highest dose activity change, negative = cytotoxic, usual class: cytotoxic; 400,000 tested, 1.4% active; also: potency is read from the fitted curve at half-maximal effect; % is scaled to controls: 0 for no effect and ±100 for the full control effect; nearly all actives have a fitted effect of over 60% in size
#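 Viability of parental KB-3-1 cells, measured by CellTiter-Glo luminescence, followed a 72 h incubation at 37 °C with pinned compounds in phenol-red-free DMEM containing 10% FBS.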
# MCF10A rereplic: A quantitative high throughput screen for small molecules that induce DNA re-replication in MCF 10a normal breast cells; MCF 10A DNA re-replication, Hoechst nuclear intensity, 48 h; Potency, µM (titrated, usually from 46.1 µM), without a hit: at the highest dose activity, positive = re-replication, actives largely listed as activators; 350,000 tested, 2.9% active; also: potency is read from the fitted curve at half-maximal effect; % of control where 0% means no effect; nearly all actives have a fitted effect of over 50% in size
# SW480 rereplic: A quantitative high throughput screen for small molecules that induce DNA re-replication in SW480 colon adenocarcinoma cells; SW480 DNA re-replication, Hoechst DNA content imaging, 48 h; Potency, µM (titrated, usually from 46.1 µM), without a hit: top-dose re-replication activation, hits mostly activators; 340,000 tested, 1.8% active; AID 624297, 2012; also: potency is read from the fitted curve at half-maximal effect; % of control where 0% means no effect; nearly all actives have a fitted effect of over 55% in size
#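 Readout is total intensity of Hoechst-stained nuclei, excited at 405 nm and collected at 500-530 nm. Compound treatment lasted 48 hr at 37 C in 5% CO2 before staining.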
# ATXN2 expr inh: Primary qHTS for Inhibitors of ATXN expression | AID 1745845, 2022 | HEK-293 ATXN2-luciferase reporter, luminescence, 24 h | 360,000 tested, 0.72% active | Potency, µM (doses to about 57 µM), for inactives: at the top dose activity change, negative = inhibition, hits mostly inhibitors; also: potency is read from the fitted curve at half-maximal effect; % is scaled to controls: 0 for no effect and ±100 for the full control effect; nearly all actives have a fitted effect of over 55% in size
#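 ATXN2-luciferase reporter cells (luciferase flanked by upstream and downstream ATXN2 gene portions) were treated 24 h at 37 °C with compounds at up to 57 uM. SteadyGlo luminescence gave expression; GF-AFC fluorescence gave viability.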
# ATXN viability: Viability Counterscreen for Primary qHTS for Inhibitors of ATXN expression | AID 651635, 2014 | S2 cells (HEK-293 line with an ATXN2-luciferase reporter) viability, CellTiter-Fluor protease fluorescence, 24 h | 400,000 tested, 0.49% active | Potency, µM (titrated, usually from 56.7 µM), hits mostly cytotoxic; also: potency is read from the fitted curve at half-maximal effect; nearly all actives have a fitted effect of over 40% in size
# HT1080 IDH1KD tx: qHTS for induction of synthetic lethality in tumor cells producing 2HG: qHTS for the HT-1080-IDH1KD cell line; HT-1080 IDH1 knockdown viability, ATP luminescence, 48 h; 360,000 tested, 2% active; Potency, µM (series often up to 46.1 µM), without a hit: at the top dose activity, negative = toxicity, usual class: cytotoxic; AID 686971, 2013;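 also: potency is read from the fitted curve at half-maximal effect; 0% = DMSO wells and -100% = cell-free medium wells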
#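 Using the IDH1-knockdown HT-1080 line run in the same batch and compound series as the NT line, viability after 48 h at 37 °C was determined by CellTiter-Glo luminescence and expressed as % activity.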
# IL1B secr inh: qHTS for Inhibitors of Inflammasome Signaling: IL-1-beta AlphaLISA Primary Screen; activity change, % at 57.5 µM; 360,000 tested, 4.7% active; THP-1 LPS/ATP IL-1B secretion, AlphaLISA, 16 h; hits give low values; AID 743279, 2014; in the data active = activity change below about -50%; inconclusive = mostly about -30% to -49%; also: % is scaled to controls: 0 for no effect and ±100 for the full control effect
#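 THP-1 cells pretreated 1 hr with compounds (up to 57.5 uM final), then stimulated with LPS (250 ng/mL final) plus ATP (1.25 mM final); secreted IL-1B measured by AlphaLISA after 16 hr, decreased signal indicating inhibition.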
# HepG2 viability: qHTS for Inhibitors of TGF-b: Cytotox Counterscreen | HepG2 CAGA-GFP viability, ATP luminescence, 18 h | Potency, µM (series often up to 46.1 µM), for inactives: at the highest dose activity change, negative = cytotoxicity, hits mostly cytotoxic | 410,000 tested, 0.76% active; also: potency is read from the fitted curve at half-maximal effect; some results filed as inactive show a strong effect at the top dose
#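 CellTiter-Glo luminescence gave cytotoxicity after 18 hours at 37 degrees C. The cells were HepG2 CAGA-GFP in 1% FBS DMEM, stimulated with 500 pg/mL TGF-beta after compound addition. %Activity was normalised to no-cell wells (complete cell-killing) and DMSO (no toxicity), and curves were fitted and classified.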
# Starred values were filed as active, the others as inactive; i = inactive; ? = inconclusive; . = not tested or not shown; [ ] = remark or other dose. Unless noted, calls follow the shape of the dose curve; as a rule, active = well fitted curve in the direction sought with a large enough effect; inconclusive = small, poorly fitted or top-dose-only effect, or another doubt; inactive = no such curve, though single readings can be large; an effect the other way counts as inactive or inconclusive.
compound | HT1080 IDH1KD tx | HepG2 viability | HT1080NT lethal | ATXN2 expr inh | MCF10A rereplic | KB-3-1 cytotox | SW480 rereplic | ATXN viability | IL1B secr inh
N#C/C(=C\c1c(Oc2ccccc2F)nc2ccccn2c1=O)C(=O)NC1CCS(=O)(=O)C1 (stereo unspecified) | -14% | -28% | -1% | 39%[activator] | 16µM* | -7% | ? | . | ?
COc1cc(Cl)c(C)cc1NC(=O)CSc1nc2ccccc2o1 | ? | -18% | -3% | -9% | ? | -15% | ? | i | 6
CNCC(O)Cn1c2c(c3ccccc31)CCCC2 (stereo unspecified) | -2% | -8% | -2% | -22% | -5% | 1% | -4% | i | -28
CC(C)c1nc(N2CCN(C(=O)c3ccco3)CC2)c(C#N)c2c1COC(C)(C)C2 | ? | -1% | ? | -19% | ? | ? | 24% | i | ?
COc1ccc(NC(=O)c2sc3nc(N4CCCC4)c4c(c3c2N)CC(C)(C)OC4)c(OC)c1 | -2% | -1% | -1% | 11% | ? | 0% | 2.9µM* | i | ?
CC(C)CCn1c(SCC(N)=O)nc2c1c(=O)n(C)c(=O)n2C | -12% | -1% | 1% | -3% | 0% | -13% | -3% | i | 33
C=CCn1c(C(C)NC(=O)c2cccs2)n[nH]c1=S (stereo unspecified) | 1% | 10% | 6% | -5% | 7% | 1% | 1% | ? | 22
COc1ccc(CNC(=O)Cn2nc(-c3ccc4c(c3)OCCO4)ccc2=O)cc1 | 3% | -5% | 0% | 0% | 8% | -23% | -15% | i | -2
COc1cc(C(CC(=O)Nc2cccc(C)n2)N2Cc3ccccc3C2=O)cc(OC)c1OC (stereo unspecified) | 3% | -6% | 3% | 1% | -16% | -7% | 1% | i | 6
CCN(CC)C(=S)NC(=O)C12CC3CC(CC(C3)C1)C2 | 2% | -44% | 9% | 10% | 3% | -16% | -94%[inhibitor] | i | -3
COc1ccc(CCNC(=O)/C=C\c2ccccc2)cc1OC | 19% | 10% | 23% | 2% | 5% | 2% | -1% | i | 25
O=C1c2ccccc2C(=O)N1CCc1ccccn1 | 11% | -9% | 10% | 2% | 3% | 7% | -9% | i | 11
CCc1nc2ccc(C(=O)Nc3ccc4c(c3)OCC(=O)N4)cn2c1N(C)C(=O)C1CCCCC1 | 6% | 0% | 9% | 6% | . | 19% | . | i | -11
CC(C)(C)Cc1nnc(NS(=O)(=O)c2ccc([N+](=O)[O-])cc2)s1 | -6% | -18% | -14% | -19% | ? | -7% | -4% | i | 18
COc1ccc(C(=O)n2nc(C)c(Br)c2C)cc1OC | 25% | -5% | 28% | 2% | 1% | -2% | 3% | i | -9
CS(=O)(=O)N1CCC(Oc2ccccc2C(=O)NC(C2CC2)C2CC2)CC1 | 19% | -14% | 16% | 11% | 5% | 12% | -4% | i | 19
CC(C)Cc1nc(N2CCOCC2)c(C#N)c2c1CCC2 | -25% | -6% | 1% | 9% | ? | 9% | 0% | i | 44
CCOC(=O)c1c(C)noc1-c1ccco1 | -1% | -2% | -4% | 6% | -1% | 3% | -1% | i | -4
CCn1c(CC(=O)Nc2ccccc2)nnc1SCC(=O)NC1CCCC1 | 3% | -5% | 2% | -14% | -30% | 3% | 20% | i | 15
COc1ccc2c(CC(=O)O)cc(=O)oc2c1 | 9% | 6% | 7% | 31% | -12% | 17% | -5% | i | ?
COc1ccc(NC(=O)COC(=O)c2c3c(nc4ccccc24)CCCC3)cc1Cl | ? | -4% | ? | -18% | ? | -1% | -7%[9.22 µM] | ? | ?
COc1ccc(NC(=O)NCC(C)CSc2ccc(C)cc2)c(OC)c1 (stereo unspecified) | 0% | 4% | -6% | . | -8% | 1% | -12% | i | 7
COc1ccc(-c2cc(C(=O)N3CCCc4ccccc43)no2)cc1OC | -5% | -5% | -2% | 42%[activator] | -17% | ? | 1% | i | 0
FC(F)Oc1ccc(NC(=S)NCCc2ccccn2)cc1 | ? | -3% | 26% | 4%[11.3 µM] | -6% | 0% | -12% | i | -12
CCc1ccc(CNC(=O)CC2C(=O)NCCN2Cc2ccccc2F)nc1 (stereo unspecified) | -16% | -3% | 2% | -36% | 18% | -4% | 111% | i | 10
COc1ccc(C(C)NC(=O)c2ccncc2)cc1OC (stereo unspecified) | 3% | 5% | 2% | 5% | -3% | 6% | ? | i | 29
COC(=O)c1ccc(S(=O)(=O)N2CCOCC2)o1 | 10% | -16% | 9% | 5% | 16% | 5% | -11% | i | 10
Cc1cccc(NC(=O)C2CC(=O)n3cnnc3S2)c1 (stereo unspecified) | 0% | 0% | -2% | -8% | -3% | 1% | -3% | i | -7
Cc1cc(=O)c2cc(C(=O)c3ccccc3)ccc2[nH]1 | 1% | -3% | -1% | . | -3% | 0% | 1% | i | -15
CCOC(=O)C1=C(C)NC(=O)CC1c1cc(OC)c(OC)cc1Br (stereo unspecified) | -8% | 0% | -7% | 14% | -5%[9.22 µM] | 17% | -144%[inhibitor] | i | 35
COC(=O)C(Cc1ccccc1)P(=O)(c1ccccc1)c1ccccc1 (stereo unspecified) | 17% | 28% | 20% | -4% | 1% | 3% | -76%[inhibitor] | i | -1
Cc1nc(CC(=O)c2ccc(O)c(C)c2O)cs1 | 15% | -1% | 3% | 13% | 0% | 20% | 18% | i | -14
O=C(Nc1ccccc1)C1CCCN(S(=O)(=O)c2ccc(-n3cnnn3)cc2)C1 (stereo unspecified) | -7% | -9% | 0% | . | 1% | 2% | -14% | . | 3
COC(=O)[C@]12CCCCC=C1N(CCC1=CCCCC1)C(=O)[C@H](CC(=O)NCCc1ccccc1OC)C2 | ? | . | ? | ? | . | ? | . | . | -52*
CC(C)c1cc(C(=O)N2CCCC(Nc3ccc(F)cc3)C2)nc(N)n1 (stereo unspecified) | 4% | 3% | 3% | 2% | 6% | 9% | 2% | ? | 3
O=C(Nc1cc(Cl)ncn1)c1ccccc1 | 1% | 20% | -1% | 8% | 47% | -3% | 26% | i | -63*
COc1ccc(-c2coc3c2c(C)cc2oc(=O)c(C)c(C)c23)cc1 | . | -23% | . | 2% | . | 1% | . | i | .
Cc1nc(-c2ccccc2)sc1C(=O)CSc1ccc(Cl)cc1 | -3% | 2% | 0% | 2% | ? | -2% | 14% | i | 0
COc1ccc(NC(=O)CSc2nc3c(cc2C#N)CN(C)CC3)cc1 | 1% | -4% | 10% | 4% | -2% | 4% | -6% | i | -14
COc1ccc(CC(=O)OCC(=O)c2c(N)n(C)c(=O)n(C)c2=O)cc1OC | 15% | -14% | 6% | 0% | 0% | -2% | 2% | ? | 23
O=[N+]([O-])c1ccccc1C=NNc1ccccc1 | ? | 4% | ? | 44%[activator] | 10% | -3% | 6% | i | 4
Cc1noc(C)c1S(=O)(=O)N1CCN(c2ccc([N+](=O)[O-])cc2)CC1 | -5% | -18% | -2% | . | -1% | ? | -8% | i | 4
Cc1cccc(CCNC(=O)CN(C)S(=O)(=O)c2ccc3c(c2)c(=O)n(C)c(=O)n3C)c1 | 0% | -15% | -2% | -5% | 1% | 26% | -7% | i | -8
COC(=O)C1=C(C)NC(C)=C(C(=O)OC)C1/C=C/c1ccccc1 | ? | -37% | -29% | 19% | ? | 3% | 0% | i | -7
Cc1ccc(C)c(N(CC(=O)NC2CCCC2)C(=O)CCC(=O)Nc2nccs2)c1 | -15% | 10% | -10% | 2% | 0% | 13% | -3% | i | ?
N#CC1(NC(=O)CN2CCN(S(=O)(=O)c3ccccc3F)CC2)CCCC1 | 8% | -2% | -2% | . | 0% | -7% | -12% | i | 14
COc1cccc(/C=C/c2ccncc2)c1OC | 10% | -1% | 8% | 21% | 18% | ? | -1% | i | -9
CC1CC(C)CN(S(=O)(=O)c2ccc(C(=O)N3CCCC3)cc2)C1 (stereo unspecified) | -6% | -50% | -3% | -11% | 0% | . | -1% | i | -5

# Quoted from the results shown for reference:
compound | HT1080 IDH1KD tx | HepG2 viability | HT1080NT lethal | ATXN2 expr inh | MCF10A rereplic | KB-3-1 cytotox | SW480 rereplic | ATXN viability | IL1B secr inh
Cc1cccc(CCNC(=O)CN(C)S(=O)(=O)c2ccc3c(c2)c(=O)n(C)c(=O)n3C)c1 | 0% | -15% | -2% | -5% | 1% | 26% | -7% | i | -8
COC(=O)C1=C(C)NC(C)=C(C(=O)OC)C1/C=C/c1ccccc1 | ? | -37% | -29% | 19% | ? | 3% | 0% | i | -7
Cc1ccc(C)c(N(CC(=O)NC2CCCC2)C(=O)CCC(=O)Nc2nccs2)c1 | -15% | 10% | -10% | 2% | 0% | 13% | -3% | i | ?
N#CC1(NC(=O)CN2CCN(S(=O)(=O)c3ccccc3F)CC2)CCCC1 | 8% | -2% | -2% | . | 0% | -7% | -12% | i | 14
COc1cccc(/C=C/c2ccncc2)c1OC | 10% | -1% | 8% | 21% | 18% | ? | -1% | i | -9
CC1CC(C)CN(S(=O)(=O)c2ccc(C(=O)N3CCCC3)cc2)C1 (stereo unspecified) | -6% | -50% | -3% | -11% | 0% | . | -1% | i | -5

# Three records drawn at random from the list so far:
compound | HT1080 IDH1KD tx | HepG2 viability | HT1080NT lethal | ATXN2 expr inh | MCF10A rereplic | KB-3-1 cytotox | SW480 rereplic | ATXN viability | IL1B secr inh
N#CC1(NC(=O)CN2CCN(S(=O)(=O)c3ccccc3F)CC2)CCCC1 | 8% | -2% | -2% | . | 0% | -7% | -12% | i | 14
COC(=O)C1=C(C)NC(C)=C(C(=O)OC)C1/C=C/c1ccccc1 | ? | -37% | -29% | 19% | ? | 3% | 0% | i | -7
O=[N+]([O-])c1ccccc1C=NNc1ccccc1 | ? | 4% | ? | 44%[activator] | 10% | -3% | 6% | i | 4

# Rows are unselected; overall some 8.9% were active at least once.
